Bioassay records (PubChem BioAssay)
Bcl-xL primary: Bcl-xL (human) inhibition; Q07817; GST-Bcl-xL / FITC-Bim BH3 peptide fluorescence polarization; inhibition, % at 10.9 µM; 320,000 tested, 0.7% active; AID 2129;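 active = inhibition above the mean of all tested compounds plus 3 SD, cutoff set per campaign, cut at about 30% in these data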;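 also: 0% = DMSO wells and 100% = unlabeled Bim-BH3 peptide competitor; inhibitors lower millipolarization by displacing the labeled peptide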
Target sequence (Q07817 whole entry, looked up): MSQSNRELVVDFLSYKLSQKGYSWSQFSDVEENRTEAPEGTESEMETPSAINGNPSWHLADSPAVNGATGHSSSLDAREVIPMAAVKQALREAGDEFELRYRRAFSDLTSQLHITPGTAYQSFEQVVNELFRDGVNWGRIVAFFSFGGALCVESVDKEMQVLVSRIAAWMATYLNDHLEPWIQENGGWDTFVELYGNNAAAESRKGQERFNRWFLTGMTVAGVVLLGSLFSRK
GLD-1 RNA inh: GLD-1-TGE RNA interaction inhibition (C. elegans); inhibition, % at 5.96 µM; purified GLD-1 + fluorescein TGE RNA, fluorescence polarization; Q17339; 320,000 tested, 0.44% active;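 active = percent inhibition above a per-plate cutoff, the plate mean of test compounds plus 3 SD, cut at about 30% in these data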;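 also: 0% = DMSO wells with GLD-1 and probe and 100% = wells lacking GLD-1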
Target sequence (Q17339 whole entry, looked up): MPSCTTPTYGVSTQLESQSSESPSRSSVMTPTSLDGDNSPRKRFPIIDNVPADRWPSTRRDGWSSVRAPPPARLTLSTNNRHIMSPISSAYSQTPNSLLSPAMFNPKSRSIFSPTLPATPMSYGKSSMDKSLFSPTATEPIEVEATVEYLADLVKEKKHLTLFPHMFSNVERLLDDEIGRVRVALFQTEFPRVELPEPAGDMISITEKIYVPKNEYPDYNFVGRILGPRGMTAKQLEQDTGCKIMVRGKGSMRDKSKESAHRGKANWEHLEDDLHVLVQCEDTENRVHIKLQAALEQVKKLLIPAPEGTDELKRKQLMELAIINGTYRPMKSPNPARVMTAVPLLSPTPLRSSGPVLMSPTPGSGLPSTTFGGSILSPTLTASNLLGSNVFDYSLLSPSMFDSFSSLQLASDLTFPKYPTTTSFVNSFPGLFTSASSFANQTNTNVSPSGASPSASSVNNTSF
VLA-4 inh: inhibition in a human VLA-4 binding assay; VLA-4 expressing cells, ligand binding flow cytometry; inhibition, % (about 7 µM as worked out from the volumes in the protocol); 330,000 tested, 0.2% active; AID 2557; in the data active = inhibition above about 50%
Fam108B inh: counter-screen for RBBP9 inhibitors: inhibitors of mouse Fam108B; AID 1947; 300,000 tested, 0.33% active; recombinant Fam108B, FP-Rh probe fluorescence polarization; inhibition, % at 9.51 µM;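 active = inhibition above the screen mean inhibition plus 3 SD, computed separately per campaign, cut at about 18% in these data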;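 also: inhibitors lower polarization as less probe binds the enzyme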
PME-1 primary: blocks human protein phosphatase methylesterase 1 | recombinant PME-1, FP-Rh probe fluorescence polarization | inhibition, % at 5.9 µM | 320,000 tested, 0.53% active | AID 2130;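 active = inhibition above the campaign mean of all compounds plus 3 SD, cut at about 26% in these data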;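 also: competitive labeling of PME-1 active site by serine hydrolase directed probe; 0% = PME-1 with DMSO and 100% = wells lacking PME-1 enzyme; inhibitors block probe labeling so polarization falls and inhibition rises; many of its hits are not listed in these tables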
MCL1 BIM primary: MCL1-BIM-BH3 interaction inhibition (human); Q07820; GST-MCL1 / FITC-Bim-BH3 fluorescence polarization; inhibition, % at 10.9 µM; 320,000 tested, 0.68% active; AID 2057;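 active = inhibition above the mean inhibition of all tested compounds plus 3 SD, set per campaign, cut at about 40% in these data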;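 also: 0% = DMSO wells and 100% = unlabeled Bim-BH3 peptide control; higher means more loss of mP so more displacement of Bim peptide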
Target sequence (Q07820 whole entry, looked up): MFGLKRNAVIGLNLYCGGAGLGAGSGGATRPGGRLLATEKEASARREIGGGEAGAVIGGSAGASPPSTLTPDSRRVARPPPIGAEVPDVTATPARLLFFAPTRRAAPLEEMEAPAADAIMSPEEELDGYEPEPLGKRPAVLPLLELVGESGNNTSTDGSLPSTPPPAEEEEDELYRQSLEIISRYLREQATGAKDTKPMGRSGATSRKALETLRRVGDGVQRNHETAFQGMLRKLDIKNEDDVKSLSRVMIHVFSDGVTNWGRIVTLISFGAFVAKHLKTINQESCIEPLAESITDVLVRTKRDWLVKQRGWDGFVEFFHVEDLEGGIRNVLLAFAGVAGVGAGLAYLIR
Efflux pump mplx: antifungal efflux pump inhibition, Nile Red retention | S. cerevisiae Candida pump triplex | 330,000 tested, 0.44% active | inhibition, % at 10 µM;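 active = plate passing quality check with inhibition over a set limit, or well fluorescence over plate mean plus 4 SD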;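 also: Nile Red retained in pooled yeast measured as flow cytometry median fluorescence; 0% = buffer negative control and 100% = Enniatin B positive control; higher means more Nile Red kept so more efflux inhibition; some compounds called inactive have numbers as strong as hits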
GRK2 aptamer HTS: blocks RNA aptamer binding to human GRK2. P25098. bead flow cytometry, FAM-aptamer displacement from GRK2. inhibition of aptamer binding, % at 10 µM. 330,000 tested, 0.59% active. AID 488847;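 active = inhibition of aptamer binding above 40%, roughly 3 SD of noise, on plates passing a quality check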;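 also: median bead fluorescence of bound FAM aptamer so fluorescent compounds give negative values; no value below 0 was filed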
MEX-5 binding: C. elegans MEX-5 TCR-2 RNA binding activity. Q9XUB2. MEX-5/FITC-TCR2 RNA binding, fluorescence polarization; active compounds read low. activity score (negative = inhibition of binding), % at 10 µM. 300,000 tested, 0.38% active;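 active = inhibition past about -25% in most replicates, and total fluorescence under double the plate's negative control median, limit read from the data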;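 also: 0% = DMSO and -100% = 5 µM competing unlabeled TCR2 RNA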
* = called active by the depositor; . = not tested or not shown. A portion of the library. The share of hits here may be higher or lower than overall.

SMILES	Bcl-xL primary	GLD-1 RNA inh	VLA-4 inh	Fam108B inh	PME-1 primary	MCL1 BIM primary	Efflux pump mplx	GRK2 aptamer HTS	MEX-5 binding
Cc1ccc(C(=O)Nc2ccccc2Oc2ccccc2)cc1[N+](=O)[O-]	1	0	1	-1	-3	4	0.0	1	-1.4
COc1ccc(C2C(C#N)=C(N)Oc3cc(C)n(CCN4CCOCC4)c(=O)c32)cc1OC (stereo not given)	-5	-2	-6	-1	-3	-3	0.0	0	-0.4
COc1ccc(C(=O)N2CCC(C(=O)Nc3ccc4c(c3)OCO4)CC2)cc1	3	6	3	-2	0	0	0.0	0	1.2
Cc1cc(/C=C2\SC(=S)NC2=O)c(C)n1C	-16	-42	-13	-2	-7	-17	0.3	0	2.0
Cc1ccc2c(cnn2C(=O)CCC(=O)NC2CCCC2)c1	7	3	4	3	-1	9	0.0	2	-2.7
O=C(NCC1CCN(S(=O)(=O)c2ccccc2)CC1)Nc1ccc(F)cc1F	3	5	13	1	6	5	-0.1	3	-2.0
CCCCOc1ccc(C(=O)NCC(=O)N(C)CC(=O)Nc2ccc(N3CCOCC3)cc2)cc1	4	0	11	-3	0	-3	0.0	1	-0.9
CC1(C)CC(=O)CC(C2(O)C(=O)N(Cc3ccccc3)c3ccccc32)O1 (stereo not given)	-3	2	-2	-1	-3	-9	0.0	0	2.3
COc1ccc(-c2c(C)n([O-])c(C)c(-c3ccccc3)[n+]2=O)cc1OC	2	2	-2	1	6	-3	0.7	4	1.6
CCOC(=O)c1ccc(NC(=O)Cn2nc(C)c3ccccc3c2=O)cc1	3	9	2	3	-4	1	0.0	1	-1.9
COc1ccccc1NS(=O)(=O)CC12CCC(CC1=O)C2(C)C (stereo not given)	5	-2	17	-6	12	8	-0.1	2	0.5
O=C(CN1CCN(Cc2ccc(Cl)cc2)C1=O)NCc1cccs1	10	8	1	-1	4	5	0.0	0	2.2
CCOC(=O)N1CCN(C(=S)Nc2cccc(C)c2)CC1	2	-3	-2	3	0	-2	0.0	2	0.8
CC(=O)Nc1csc2ccccc12	7	4	-3	0	1	1	0.0	0	-0.2
Cc1cccc(C(=O)OCC(=O)c2csc(N3CCCCC3)n2)c1[N+](=O)[O-]	.	3	-2	.	.	.	0.1	5	.
O=C(NCc1ccc(Cl)cc1Cl)c1ccccn1	3	9	-4	1	4	2	0.1	0	.
Cc1ccc(S(=O)(=O)N(CC(O)CN(C)C)c2ccccc2)cc1 (stereo not given)	-1	-7	4	3	2	6	0.3	0	-0.3
Cc1ccc(NC(=O)CCCN2C(=O)NC(C)(C)C2=O)cc1	-9	7	6	.	3	-10	0.2	32	.
Cn1c(SCC(=O)c2ccc3c(c2)Cc2ccccc2-3)nnc1-c1cccc(N)c1	-9	7	8	-1	-7	3	0.5	1	-1.3
Cc1ccc(NC(=O)CCc2c(C)nn(-c3ccc(N4CCOCC4)nn3)c2C)c(C)c1	-3	8	10	-1	-5	-5	-0.1	2	-1.2
c1ccc2oc(-c3[nH]ncc3CN3CCC(N4CCSCC4)CC3)cc2c1	2	6	2	-2	4	0	0.0	0	0.5
Cc1csc(NC(=O)CCc2ccc(S(=O)(=O)N3CCOCC3)cc2)n1	4	0	-3	0	-9	9	-0.1	3	-1.5
CSc1nnc2n(C)c3c(c(=O)n12)C1(CCCC1)Cc1ccccc1-3	5	4	6	1	1	-1	0.0	2	1.8
CN1CCc2cccc3c2[C@@H]1Cc1ccc(O)c(O)c1-3	49*	11	-10	5	15	71*	-0.3	2	.
CCOC(=O)c1ccc(NC(=S)N2CCN(c3ccccn3)CC2)cc1	-2	5	5	-3	-3	8	0.0	0	1.8

The last 2 entries of the section above open the next one.
SMILES	Bcl-xL primary	GLD-1 RNA inh	VLA-4 inh	Fam108B inh	PME-1 primary	MCL1 BIM primary	Efflux pump mplx	GRK2 aptamer HTS	MEX-5 binding
CN1CCc2cccc3c2[C@@H]1Cc1ccc(O)c(O)c1-3	49*	11	-10	5	15	71*	-0.3	2	.
CCOC(=O)c1ccc(NC(=S)N2CCN(c3ccccn3)CC2)cc1	-2	5	5	-3	-3	8	0.0	0	1.8
N=C1/C(=C\c2ccc(Br)o2)C(=O)N=C2SC(CC(=O)N3CCOCC3)=NN12	11	-21	14	2	-15	19	-0.1	2	-0.5
COc1cc2cc(C(c3nnnn3C3CCCCC3)N(C)C3CCCCC3)c(=O)[nH]c2cc1OC (stereo not given)	9	0	-4	1	4	2	0.4	2	3.4
Cc1cc(C)n(-c2ccc(Cl)c(C(=O)OCC(N)=O)n2)n1	0	4	1	1	7	9	-0.1	0	-1.2
Cc1nc2ccccc2c2c1C(=O)NC2=O	6	-4	-5	5	-3	7	0.0	2	-1.2
NCCCNC(=O)c1ccc(/C=N/O)nc1	0	1	19	3	0	4	-0.2	7	-0.7
CCOc1ccc(Cc2c(Cl)nc(SC)nc2OC)cc1	4	7	8	-1	-5	-1	-0.1	3	-0.6
CN(C(=O)C1CCOC1)c1nnc(-c2cnccn2)s1 (stereo not given)	3	-3	-2	-5	4	5	0.0	0	-0.9
O=C1c2ccccc2C(=O)N1CN(C(=O)COc1ccccc1)c1ccc(F)cc1	4	-2	11	-3	-2	4	8.0*	0	-2.7
COc1cc2ccccc2cc1C(=O)Nc1ccc(N2CCOCC2)cc1	6	0	4	-5	-6	6	-0.1	1	2.4
CC(C)CCSc1ncnc2c1oc1nc3c(cc12)COC(C)(C)C3	4	4	4	1	1	9	-0.3	0	1.2
CCCCOC1CC(c2ccc(OCc3ccc(OC)cc3)c(OC)c2)N(C)O1 (stereo not given)	4	1	-69	-1	-1	2	0.0	4	-0.9
COC(=O)c1ccc(-c2noc(CN(Cc3ccccn3)CC3CCCO3)n2)cc1 (stereo not given)	3	-5	0	-1	0	6	0.8	1	1.9
Cc1noc(C)c1COC(=O)c1cc(C)n(-c2ccccc2)c1C	-1	-2	8	2	0	1	0.0	0	0.7
Cc1ccc(OC(C)C)c(CN(CCO)CCO)c1	4	7	11	-2	-4	0	0.1	3	-2.9
O=C(CCc1ccccc1)NNC(=O)c1ccccc1Cl	-1	-7	2	1	-4	-3	0.0	.	-1.2
CCc1ccc(OCC(=O)NC(NC(=S)Nc2ccccc2)C(Cl)(Cl)Cl)cc1 (stereo not given)	2	11	2	-6	-20	12	0.0	2	.
CC(=O)O[C@]1(C(C)=O)CC[C@H]2[C@@H]3C=CC4=CC(=O)C=C[C@]4(C)[C@H]3CC[C@@]21C	3	10	-1	-1	0	-2	0.1	2	0.2
O=C(C1CCCN(Cc2ccccc2)C1)N1CCc2ccccc2C1 (stereo not given)	-1	-5	6	2	1	1	0.0	0	0.9
Cc1cccc(NS(=O)(=O)c2ccc(NS(=O)(=O)c3cccs3)cc2)c1	-1	-2	-12	-1	7	1	0.0	1	0.6
COc1ccc(/C=N/NC(=O)CC(=O)NCc2cccnc2)cc1	2	3	10	3	-2	3	-0.1	2	0.2
CCCCc1ccc(NC(=O)Cn2c(=O)c(N3CCCCC3)c(N)n(C)c2=O)cc1	.	-2	9	.	.	.	-0.1	0	.
O=C(Nc1cc2c(oc1=O)CCCC2=O)c1cccc(Cl)c1	4	8	5	-3	-12	2	0.2	0	1.3
Cc1ccccc1OC/C(O)=C(\C#N)c1nc2ccccc2[nH]1	7	-3	2	1	0	5	0.0	0	1.5
CCOC(=O)N1CCN(C(=O)C2CCCN(c3nc4ccc(OCC)cc4s3)C2)CC1 (stereo not given)	-1	-10	39	2	1	-7	0.2	0	3.0
Cn1nc(CC(=O)Nc2ccc3c(c2)OCCO3)c2ccccc2c1=O	2	5	25	-1	-5	-5	0.0	3	-0.2

(continued)
SMILES	Bcl-xL primary	GLD-1 RNA inh	VLA-4 inh	Fam108B inh	PME-1 primary	MCL1 BIM primary	Efflux pump mplx	GRK2 aptamer HTS	MEX-5 binding
CCOC(=O)c1ccccc1NC(=O)CSc1nc(N)cc(=O)[nH]1	-2	3	2	-1	0	0	0.1	12	.
Cc1nn(CC(=O)Nc2ccc(Cl)cc2)c(=O)c2cc(-c3ccccc3)nn12	6	0	12	0	0	5	0.0	1	-0.1
CC(C)N(C(=O)Nc1ccc2nccnc2c1)C(C)C	13	4	0	-1	7	9	0.3	3	2.9
CCCc1cc(C(=O)Nc2cccc3ccccc23)n(C)n1	4	-3	-13	-2	-6	2	-0.1	0	0.8
Cc1cnc2cc(Cl)c(Cl)cc2n1	4	-7	-5	4	-6	2	-0.4	0	2.0
CCCCNC(=O)[C@H](CSCc1ccccc1)N1Cc2ccccc2C1=O	0	-1	15	-1	1	4	0.0	3	0.7
O=S(=O)(c1ccc2ccccc2c1)N1CCCOC1	-3	-3	-2	-1	5	4	0.2	1	0.3
Cc1ccc(C)c(Cn2nnc3c(=O)[nH]c(C(=O)NCC4CCCO4)nc32)c1 (stereo not given)	3	3	2	1	-4	6	-0.3	2	3.7
CC[C@H](C)[C@@H]1NC(=O)[C@H]([C@@H](C)CC)NC(=O)[C@@H](CC(C)C)NC(=O)[C@H](Cc2ccccc2)NC(=O)[C@H](Cc2ccccc2)NC(=O)[C@@H]2CCCN2C(=O)[C@@H]2CCCN2C(=O)[C@H](C(C)C)NC(=O)[C@H](CC(C)C)NC1=O	.	-3	6	.	.	.	0.3	3	.
CCOc1ccc(CNc2ccc(S(N)(=O)=O)cc2)cc1	1	-2	3	2	1	3	0.1	0	-1.0
CCOc1ccc(Nc2ncnc3c2cnn3Cc2ccccc2)cc1	3	2	39	2	9	3	0.1	4	3.6
COc1cc(C(=O)N(Cc2ccco2)Cc2cc3ccccc3[nH]c2=O)cc(OC)c1OC	6	1	0	0	1	1	-0.2	2	-0.3
COc1ccc(CCNC(=O)c2c(-c3ccccc3)noc2C)cc1OC	-1	0	3	5	5	-1	-0.1	1	-0.1
CN(C)CCNC(=O)c1ccc(CS(=O)(=O)c2c(Cl)cccc2Cl)o1	5	-2	-2	6	-3	6	-0.1	0	0.6
CC(=O)Oc1cccc(Nc2ncnc3ccccc23)c1	2	-6	16	-7	-5	0	0.2	0	0.6
CCCc1nc2n[nH]c(N)c2c2c1COC(C)(C)C2	0	2	-12	-3	1	3	-0.1	4	-1.9
Oc1cc(O)c2c(c1)O[C@H](c1ccc(O)c(O)c1)[C@H](O)C2	11	4	14	1	2	11	0.0	3	-12
C/C(=N\Nc1nc(N2CCOCC2)nc(N2CCOCC2)n1)c1cccs1	5	-5	-2	2	0	6	0.2	0	-2.2
CC(C)c1onc(C(=O)Nc2cccc(O)c2)c1[N+](=O)[O-]	6	-2	-5	1	4	6	-0.2	0	0.9
Cc1ccc(N2C(=O)C(c3c(C)[nH]n(-c4ccccc4)c3=O)(C(F)(F)F)C3=C2CC(C)(C)CC3=O)cc1 (stereo not given)	4	-5	-4	-3	4	9	0.1	3	1.6
CC1(C)Cc2c(sc3nc(SCC(=O)N4CCOCC4)nc(N)c23)CO1	-11	-8	8	-7	-3	-12	0.4	6	-0.6
Cc1ccc(N2C(=O)/C(=C/c3cccnc3)SC2=S)cc1	6	3	3	5	2	9	0.3	1	-1.5
CC(Oc1ccccc1)C(=O)NC1C(=O)N2C1SC(C)(C)C2C(=O)O (stereo not given)	1	1	-7	3	-9	1	-0.1	0	1.1
CC1(c2ccc3c(c2)OCCCO3)NC(=O)N(CC(=O)NCCc2ccccc2)C1=O (stereo not given)	2	-1	6	.	0	5	0.4	0	.
COc1ccc(OCC(=O)Nc2ccc3c(c2)CCC3)cc1	-2	4	-3	.	-8	1	-0.2	1	.
CN(Cc1ccco1)C(=O)CN1C(=O)NC2(CCCC2)C1=O	.	-4	3	.	.	.	-0.1	0	.
